Bioassay records from PubChem.
Autophagy mod = autophagy modulation, high-content screen. 0.98% of 190,000 active. calls only at 10 µM (by protocol). AID 463193. MEF GFP-LC3 puncta imaging; test concentration mostly 10 µM;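 active means percentage of spot-positive cells more than 3 SD above its plate mean, without a fluorescence outlier flag or 80% toxicity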;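 further: spot-positive cell cutoff set from DMSO-treated cells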
PMI inhibition = MPI inhibition at elevated mannose 6-phosphate – biochemical, fluorescence intensity, high mannose 6-phosphate, primary screen (AID 1220); inhibition, % at 20 µM; hits with a dose series show IC50 in µM; 0.66% of 190,000 active; recombinant PMI enzyme, coupled fluorescence intensity; higher % means a stronger effect
PMI inhibitors = inhibitors of human PMI, primary screen, biochemical, fluorescence intensity, coupled assay (AID 1209); 0.42% of 190,000 active; inhibition, % at 20 µM, or IC50 in µM where a hit was titrated; purified PMI enzyme, coupled fluorescence intensity; higher % means a stronger effect;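 further: plate controls were DMSO vehicle for no effect and wells lacking substrate for full effect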
Ins promoter up = MIN6 insulin promoter up-regulation; MIN6 insulin promoter-GFP reporter, high-content imaging; hits give high values; z-score at 5 µM; 0.3% of 190,000 active;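 active means z-score above 3 at 5 µM with at least 500 cells counted in the well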
MT stabilize HCS = microtubule stabilizers in HeLa cells; HeLa tubulin immunostaining HCS, 24 h; share of cells brighter than vehicle mean+2SD; % tubulin-high responders, % at 10 µM; 0.83% of 200,000 active;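 active means plate Z-score above 3 for both tubulin-high and condensed-nucleus cell shares, with cell loss under 80%, at 10 µM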;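 further: anti alpha tubulin signal scored within the nucleus-defined area of each cell; some results filed as inactive read as strong as hits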
Dynein cargo inh = dynein cargo transport inhibition; 0.47% of 220,000 active; 3617.4 mouse cells, GR-EGFP nuclear translocation imaging; test concentration mostly 20 µM; stimulated with dexamethasone, 1 µM; hits give low values; z-score, hits read low;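 active means plate z-score of nuclear minus cytoplasmic receptor signal below a set negative limit, without overly bright fluorescence or cell loss, cut at about -3.5 in these data, passing the limit was not always enough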;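 further: z-score of nuclear minus cytoplasmic ring GR-EGFP intensity difference per well; some compounds called inactive have numbers as strong as hits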
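Buffer or medium – tet-free medium with charcoal-stripped serum · Signal – automated 10x imaging of fixed Hoechst-stained cells · Also added – dexamethasone agonist, 1.0 µM final, for 30 min · Incubation – induction 48 h, compound 1 h, agonist 30 min · Read-out – GR-EGFP nuclear translocation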
WT yeast gro inh = growth inhibition of WT yeast, mitochondrial fusion screen. mitochondrial fusion phenotypic screen, WT strain. inhibition, % at 10 µM. 2.1% of 190,000 active. AID 1362; in the data active means inhibition above about 58%; tested in S. cerevisiae
Yfh1-off respiration = mitochondrial function rescue without frataxin homolog – Friedreich's ataxia, plus single-dose screen, dose response (AID 1465) | 0.074% of 220,000 active | S. cerevisiae Yfh1-off respiration, WST-1 reduction, 72 h; higher fold induction means a stronger effect | fold induction at 50 µM; hits with a dose series show EC50 in µM;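 active means fold induction of absorbance versus untreated yeast above a set limit, then at least 30% activation at any dose in follow-up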;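 further: activators that raise dye reduction in frataxin-depleted yeast; strong numbers were not always called active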
b-catenin transl = modulators of beta-catenin nuclear translocation; HeLa beta-catenin nuclear translocation, immunofluorescence imaging; nuclear translocation activity, % at 5 µM; 0.3% of 190,000 active;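 active means nuclear translocation activity above 50% at 5 µM, with a well cell count of 50 or more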;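 further: per-cell ratio of nuclear to cytoplasmic median beta-catenin stain intensity; plate controls were DMSO negative control for no effect and GSK-3 inhibitor IX positive control for full effect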
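Test system: human HeLa cell line; Doses: 5 µM primary, 0.02–20 µM confirmation; Incubation: 24 h compound exposure, 37°C; Detection: beta-catenin immunofluorescence imaging with DAPI; Read-out: beta-catenin nuclear/cytoplasmic ratio, % activation.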
WT yeast gro inh mutant strain = recorded beside WT yeast gro inh, whose call it bears; inhibition, %; mitochondrial fusion phenotypic screen, mutant strain inhibition
Dynein cargo inh cytoplasmic EGFP = also measured in Dynein cargo inh; calls as there; z-score; measured here: cytoplasmic GR-EGFP intensity; hits give high values
Dynein cargo inh nuclear GR-EGFP = recorded beside Dynein cargo inh, whose call it bears; z-score; measured here: nuclear GR-EGFP intensity;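 lower value marks the stronger effect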
Dynein cargo inh cell count = further read-out of Dynein cargo inh, marked with its call; z-score; measured here: cell count per field
Ins promoter up cell count = second read-out of Ins promoter up, no call of its own (marks repeat the call); cell count; measured here: cytotoxicity, nuclei count;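 total cells summed across four imaged fields per well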
b-catenin transl cell count 5 µM = also measured in b-catenin transl; calls as there; cell count; measured here: cell count, cytotoxicity flag
MT stabilize HCS Hoechst-high % = also measured in MT stabilize HCS; calls as there; % Hoechst-high responders; measured here: nuclear condensation Hoechst responders;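 share of cells brighter than vehicle mean plus two SD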
MT stabilize HCS cytotoxicity % = also measured in MT stabilize HCS; calls as there; toxicity, %; measured here: cytotoxicity by cell density;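 0% = mean cell density of plate MIN control wells and 100% = no cells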
Autophagy mod cell loss 18 h = second read-out of Autophagy mod, no call of its own (marks repeat the call); toxicity, %; measured here: cell loss, nuclei count;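 cell loss after 18 h compound exposure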
Active calls of the source: *; i = inactive; nt = not tested or not shown. Unless noted, no stated cut-off is given here; in the data, active means inhibition above about 50%; inactive means the rest.

The line under a structure holds: Autophagy mod, Autophagy mod cell loss 18 h, PMI inhibition, PMI inhibitors, Ins promoter up, Ins promoter up cell count, MT stabilize HCS, MT stabilize HCS Hoechst-high %, MT stabilize HCS cytotoxicity %, Dynein cargo inh, Dynein cargo inh cytoplasmic EGFP, Dynein cargo inh nuclear GR-EGFP, Dynein cargo inh cell count, WT yeast gro inh, WT yeast gro inh mutant strain, Yfh1-off respiration, b-catenin transl, b-catenin transl cell count 5 µM
Cc1cc(C)nc(NS(=O)(=O)c2ccc(NC(=O)C3CC(=O)N(c4ccccc4)C3)cc2)n1 (stereo unspecified)
    i, 6, -14%, -10%, 0.93, 1163, 2.0, 1.3, 1.4, 0.22, -0.22, -0.11, 0.15, 6, 1, i, -3.7, 879
Cc1ccc(C(=O)CSc2nnc(-c3ccncc3)n2C)cc1
    i, 26, -9%, -8%, -1.2, 1273, 2.7, 1.8, 1.1, 0.035, -0.093, 0.13, 0.14, 4, 3, i, -1.3, 1092
COc1ccc(-c2cc(CNS(=O)(=O)c3ccc(F)cc3)on2)cc1
    i, -9, 8%, 8%, -0.05, 1179, 0.1, 4.9, 8.1, -0.36, -0.32, 0.11, -0.36, 13, 6, i, 0.3, 1085
Cc1cc(NC(=O)CCCC(=O)NCc2cccs2)no1
    i, -22, 4%, 0%, -0.89, 1110, 8.4, 2.2, 12, 0.29, 0.16, 0.58, -0.42, -24, -5, i, -2.4, 1028
Cn1c(N)c(C(=O)COC(=O)CSc2ccccc2)c(=O)n(C)c1=O
    i, 8, 16%, 17%, 0.72, 1481, 3.7, 3.5, 3.2, 0.51, -0.23, 0.44, -1.5, -6, 6, i, 0.1, 1070
Cc1onc(C(=O)N2CCN(Cc3ccccc3)CC2)c1[N+](=O)[O-]
    i, 10, -7%, -9%, 0.1, 1229, 3.8, 1.7, 12, 0.5, -0.19, 1.1, -1.2, -11, -3, i, -1.0, 552
CCCCN1C(=O)C(NC(=O)C2CC2)(C(F)(F)F)C2=C1CC(C)(C)CC2=O (stereo unspecified)
    i, -6, 4%, 5%, -0.05, 1506, 3.1, 1.8, 5.2, 0.14, -0.24, 0.69, 0.56, -5, -15, i, 0.2, 1386
O=c1n(Cc2ccc(F)cc2)nc2n1-c1ccccc1SC2
    nt, nt, nt, nt, -0.08, 1089, nt, nt, nt, -0.35, -0.2, -0.5, 0.2, nt, nt, i, -0.4, 1321
CN(C(=O)Cn1cccc1C1=NC(c2ccccc2)CO1)c1ccccc1 (stereo unspecified)
    i, 5, 13%, 10%, -0.1, 1319, 1.8, 2.3, 11, -0.19, -0.065, -0.13, 0.49, -18, -7, i, -1.4, 1056
CNCc1ccccc1Sc1cccc2ccccc12
    i, -7, 8%, 3%, -1.3, 836, 2.9, 3.4, 11, -0.17, -0.19, -0.11, 0.31, 18, 20, i, -3.1, 449

Other compounds follow:
The line under a structure holds: Autophagy mod, Autophagy mod cell loss 18 h, PMI inhibition, PMI inhibitors, Ins promoter up, Ins promoter up cell count, MT stabilize HCS, MT stabilize HCS Hoechst-high %, MT stabilize HCS cytotoxicity %, Dynein cargo inh, Dynein cargo inh cytoplasmic EGFP, Dynein cargo inh nuclear GR-EGFP, Dynein cargo inh cell count, WT yeast gro inh, WT yeast gro inh mutant strain, Yfh1-off respiration, b-catenin transl, b-catenin transl cell count 5 µM
Cc1cc(=O)oc2cc(OCC(=O)OCC(=O)Nc3ccc(C(C)C)cc3)ccc12
    i, 22, 6%, 8%, 0.63, 1310, 1.3, 3.3, 8.3, 1.8, -0.21, 0.76, -1.4, -1, -21, i, nt, nt
Cc1ccc(C)c(S(=O)(=O)N2CCN(CC(=O)NC(=O)NCc3ccccc3)CC2)c1
    i, 3, -2%, 6%, 0.6, 1627, 3.0, 2.5, 3.7, -0.032, -0.47, -0.17, 0.48, 44, -7, i, -0.9, 1324
COc1ccc(/C=N/n2cnnc2SCc2ccc(OC)cc2)cc1
    i, 0, 4%, 8%, 0.03, 1205, 3.5, 1.6, 3.0, -0.37, -0.09, 0.032, 0.44, 1, -5, i, 0.5, 1046
COc1ccc(F)cc1S(=O)(=O)N1CC(C)CC(C)C1 (stereo unspecified)
    i, -9, 7%, 10%, nt, nt, 1.5, 1.6, 7.8, 0.75, 0.39, 0.41, -0.75, -9, 15, i, nt, nt
CCCCC(=O)NNC(=S)NC(=O)c1ccc([N+](=O)[O-])cc1
    i, 0, 3%, 11%, -0.01, 1103, 1.6, 1.7, 6.0, -0.22, -0.14, -0.19, -0.75, 14, 15, i, 2.5, 1084
O=C(Nc1c(-c2ccccc2)nc2ccccn12)c1cccs1
    i, 14, 2%, 13%, 0.01, 1405, 2.8, 2.9, 4.3, -0.27, -0.29, -0.23, 0.065, 3, -5, i, -2.4, 1083
CCOc1ccc(C2/C(=C(/O)c3ccc(OC)cc3)C(=O)C(=O)N2c2cc(C)on2)cc1OC (stereo unspecified)
    i, -15, -8%, 3%, -0.85, 1059, 1.0, 0.7, 4.0, 0.033, 0.087, 0.35, 1.1, -4, 8, nt, nt, nt
O=C(O)CCN1CC2([N+](=O)[O-])C=CC(=O)C([N+](=O)[O-])(C1)C2CC(=O)c1ccccc1 (stereo unspecified)
    i, 2, 37%, 3%, 0.17, 1239, 2.3, 2.3, 0.3, -0.5, -0.23, -0.3, 0.49, 10, 3, i, 0.2, 921
C/C(=N\O)C(C)(C)Nc1cccc(F)c1
    nt, nt, nt, nt, -0.27, 1062, nt, nt, nt, -0.7, -0.14, -0.022, 1.1, nt, nt, i, 0.1, 1355
COc1cc2cc(C(c3nnnn3C3CCCC3)N3CCc4ccccc43)c(=O)[nH]c2cc1OC (stereo unspecified)
    i, 11, -18%, -15%, -1.2, 1442, 4.3, 2.6, 8.6, -0.24, -0.29, 0.21, -0.14, 13, 17, nt, -5.2, 1016

Carrying on:
compound	Autophagy mod	Autophagy mod cell loss 18 h	PMI inhibition	PMI inhibitors	Ins promoter up	Ins promoter up cell count	MT stabilize HCS	MT stabilize HCS Hoechst-high %	MT stabilize HCS cytotoxicity %	Dynein cargo inh	Dynein cargo inh cytoplasmic EGFP	Dynein cargo inh nuclear GR-EGFP	Dynein cargo inh cell count	WT yeast gro inh	WT yeast gro inh mutant strain	Yfh1-off respiration	b-catenin transl	b-catenin transl cell count 5 µM
CCCCOCCCNC(=O)Cc1cccs1	i	-5	2%	-1%	0.98	1134	2.0	2.1	10	-0.77	-0.21	-0.35	0.68	3	-2	i	-4.7	954
CCOc1ccc(-c2csc3ncn(-c4ccc(OC)cc4)c(=O)c23)cc1	i	-15	8%	15%	-0.43	1369	4.1	2.3	5.5	1	-0.31	0.79	0.22	-3	0	i	-1.1	1024
Cc1cccc(OCc2nc(-c3cccnc3)no2)c1	i	-5	-2%	-8%	0.56	1343	2.2	2.8	0.5	-1.1	-0.24	-0.29	0.27	-13	-1	i	2.7	544
Cc1nnc(SCC(=O)Nc2cc(C(C)(C)C)nn2-c2ccccc2)s1	i	8	9%	7%	0.05	1334	1.7	3.3	9.4	-0.35	-0.26	-0.52	0.54	-1	6	i	nt	nt
CCNC(=S)N(Cc1c(C)noc1C)c1ccccc1	i	-8	10%	6%	0.78	1250	1.8	2.2	4.5	0.62	-0.1	0.83	-1.3	-13	-1	i	nt	nt
Cc1n(CC(O)COCc2ccccc2)c2ccccc2[n+]1C (stereo unspecified)	i	18	-9%	10%	nt	nt	1.9	1.9	2.7	-0.23	-0.21	-0.44	0.23	24	20	nt	nt	nt
Cc1cc2cc3c(=O)[nH]c(=O)[nH]c3nc2cc1C	nt	nt	nt	nt	-0.81	1353	nt	nt	nt	0.24	-0.27	0.029	-0.086	nt	nt	i	-2.3	1131
COCCn1c(-c2cc(OC)c(OC)c(OC)c2)nc2nc3ccccc3nc21	nt	nt	8%	17%	1.9	800	nt	nt	nt	nt	nt	nt	nt	nt	nt	nt	0.0	1106
NC(=O)c1ccsc1NC(=O)c1ccc(S(=O)(=O)N2CCCC2)cc1	i	0	8%	4%	0.07	1136	2.4	2.9	6.6	-1.5	-0.21	-0.79	0.98	-8	2	i	0.6	1150
Cc1ccccc1-c1nc2sc3c(c2c(=O)o1)CCC3	i	-2	2%	-3%	0.05	1144	3.3	1.8	3.9	-0.63	-0.19	-1.2	2	19	0	i	-0.7	1223

Compounds were not picked by outcome, and some 5% of all compounds hit somewhere here.
